# ZTA DNA inh = blocks Epstein-Barr virus ZTA, an EBNA-1 counter-screen. inhibition, % at 11 µM. P03206. actives 0.15% (n = 320,000). ZTA-DNA binding, fluorescence polarization; in the data active = inhibition above about 33%
# Target sequence (P03206 whole entry, looked up): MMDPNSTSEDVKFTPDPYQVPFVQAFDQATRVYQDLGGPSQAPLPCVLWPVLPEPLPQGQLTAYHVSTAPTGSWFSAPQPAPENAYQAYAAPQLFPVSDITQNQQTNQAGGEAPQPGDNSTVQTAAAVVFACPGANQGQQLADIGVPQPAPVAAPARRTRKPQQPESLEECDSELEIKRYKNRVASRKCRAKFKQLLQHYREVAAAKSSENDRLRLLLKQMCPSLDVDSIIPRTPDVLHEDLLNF
# JMJD2C inh = inhibitors of GASC-1 histone demethylase, primary screen, biochemical, fluorescence, DELFIA europium; GST-JMJD2C(1-420) H3K9me3 demethylation; inhibition, % at 2.35 µM; actives 0.069% (n = 330,000); AID 2099, 2009;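 active = more than half of a compound's replicate wells show inhibition beyond 50%, single wells judged on their own value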;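 also: signal counts dimethyl H3K9 product captured on neutravidin plate; 0% = median of DMSO wells and 100% = 0.3 times that DMSO median; strong numbers were not always called active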
# EBNA-1 inh = EBNA-1 DNA-binding inhibitors, primary screen, biochemical, fluorescence polarization; inhibition, % at 14.8 µM; actives 0.34% (n = 300,000); AID 1950, 2009; in the data active = inhibition above about 28%
# CTSL1 counter = Fasciola hepatica cathepsin L1 inhibitors, primary screen, counter-screen for PFM18AAP inhibitor project, biochemical, QFRET, fluorogenic peptide substrate. actives 0.49% (n = 300,000). recombinant F. hepatica cathepsin L1, Z-Leu-Arg-MCA fluorescence. inhibition, % at 5.96 µM. AID 1906, 2009;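 active = inhibition above the mean of all tested compounds plus 3 SD, set per screening campaign, cut at about 17% in these data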;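 also: 0% = plate median of test compound wells and 100% = 1 µM Z-Phe-Ala-diazomethylketone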
# Yeast superoxide = reduction of superoxide in aged yeast, primary screen, HTS; S. cerevisiae aged cells, superoxide DHE fluorescence; active compounds read low; superoxide response (% of plate mean), % at 10 µM; actives 0.18% (n = 330,000); AID 2690, 2010;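 active = superoxide response under a set limit, about three screen SD below normal, cut at about 65% in these data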;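 also: yeast aged for seven days with compound at 30 °C before DHE staining; 100% = average MFI of all compound-treated wells on the plate with controls excluded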
# PP5 inh = PP5 phosphatase inhibitors, primary screen, biochemical, fluorescence; Serine/threonine-protein phosphatase 5 (Homo sapiens), P53041; purified PP5c, OMFP substrate fluorescence; inhibition, % at 6.7 µM; actives 0.18% (n = 320,000); AID 1987, 2009;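 active = inhibition above the campaign's mean inhibition across all tested compounds plus 3 SD, cut at about 9.5% in these data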;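 also: 0% = DMSO only and 100% = 100 µM cantharidin control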
# Target sequence (P53041 whole entry, looked up): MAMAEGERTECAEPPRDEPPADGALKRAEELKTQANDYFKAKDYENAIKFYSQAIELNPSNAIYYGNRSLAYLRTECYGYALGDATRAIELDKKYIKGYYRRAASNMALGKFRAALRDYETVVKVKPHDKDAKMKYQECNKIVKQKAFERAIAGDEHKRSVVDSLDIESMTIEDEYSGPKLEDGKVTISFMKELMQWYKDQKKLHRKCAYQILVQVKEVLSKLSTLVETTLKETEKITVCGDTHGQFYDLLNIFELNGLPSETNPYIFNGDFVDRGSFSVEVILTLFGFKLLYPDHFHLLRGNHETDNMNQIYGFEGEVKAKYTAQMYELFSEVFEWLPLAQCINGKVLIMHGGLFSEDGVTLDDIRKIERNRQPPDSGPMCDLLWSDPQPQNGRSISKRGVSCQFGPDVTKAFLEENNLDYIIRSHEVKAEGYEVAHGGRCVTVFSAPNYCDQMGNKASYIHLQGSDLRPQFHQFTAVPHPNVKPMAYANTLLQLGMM
# HCV core dimer = inhibitors of HCV core protein dimerization, primary screen, biochemical, TR-FRET, high-throughput. TR-FRET GST/Flag-core106 dimerization, 1536-well. AID 1899, 2009. actives 0.33% (n = 300,000). inhibition, % at 5 µM;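 active = inhibition above the mean of all tested compounds plus 3 SD, set per screening campaign, cut at about 45% in these data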
#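 Material: GST/Flag-tagged HCV core106 proteins. Incubation: 4 h, 22.5 °C incubation. Read-out basis: inhibition (%) from 671 over 617 nm ratio. Measured by: TR-FRET, excitation 340 nm, emission 617 and 671 nm.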
# PP1 inh = PP1-alpha phosphatase inhibitors, primary screen, counter-screen for PP5 inhibitor project, biochemical, fluorescence, OMFP substrate, single point; Serine/threonine-protein phosphatase PP1-alpha catalytic subunit (Homo sapiens), P62136; purified PP1alpha; AID 2235, 2010; inhibition, % at 6.7 µM; actives 0.9% (n = 320,000);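 active = inhibition above the mean inhibition of all tested compounds plus 3 SD, computed separately for each screening campaign, cut at about 15% in these data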
# Target sequence (P62136 whole entry, looked up): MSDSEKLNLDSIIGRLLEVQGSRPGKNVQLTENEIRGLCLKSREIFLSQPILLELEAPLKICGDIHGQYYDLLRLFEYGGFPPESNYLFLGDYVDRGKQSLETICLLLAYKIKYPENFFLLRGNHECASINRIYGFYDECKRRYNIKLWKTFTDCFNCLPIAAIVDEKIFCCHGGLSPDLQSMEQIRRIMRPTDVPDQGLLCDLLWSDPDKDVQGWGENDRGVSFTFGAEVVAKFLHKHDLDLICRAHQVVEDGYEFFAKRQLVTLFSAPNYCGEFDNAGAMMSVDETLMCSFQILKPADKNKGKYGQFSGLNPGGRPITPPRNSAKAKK
# TPT1 inhibitor = Candida albicans TPT1 enzyme inhibitors, primary screen, biochemical, fluorescence polarization; tRNA 2'-phosphotransferase TPT1 (Candida albicans SC5314); recombinant caTPT1, FP RNA substrate dephosphorylation; inhibition, % at 5 µM; actives 0.81% (n = 300,000); AID 1962, 2009;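 active = inhibition above the mean of all tested compounds plus 3 SD, set per screening campaign, cut at about 24% in these data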;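 also: plate controls were DMSO alone for no effect and ferristatin control at 100 nM for full effect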
# Active calls of the source: *; . = not tested or not shown; + = active, no number. Outcome played no part in choosing rows. Share with any hit: about 3.1%.
SMILES,ZTA DNA inh,JMJD2C inh,EBNA-1 inh,CTSL1 counter,Yeast superoxide,PP5 inh,HCV core dimer,PP1 inh,TPT1 inhibitor
COc1ccccc1C(=O)NCCC(=O)N1CCCC(C(F)(F)F)C1 (configuration not stated),-2,0,12,-4,96,-1.1,0,-2,-3
COc1ccc2cc(/C=C/C(=O)c3ccco3)c(Cl)nc2c1,-5,18,9,0,97,0.1,5,0,17
N#CC1(NC(=O)COC(=O)CCCN=C2NS(=O)(=O)c3ccccc32)CCCCC1,7,4,11,-8,116,0.2,-2,-5,-1
CC(C)=NNc1nc2sc3c(c2c(=O)[nH]1)CC(C)(C)OC3,1,-4,1,-1,50*,-0.5,2,-1,-4
COC(=O)c1cccnc1-n1c(=O)c2cccnc2n(Cc2cccc(C(F)(F)F)c2)c1=O,4,1,-5,-2,109,0.1,2,-1,-4
Cc1ccc2cc(NC(=O)CC(CC(=O)O)c3ccccc3)ccc2n1 (configuration not stated),-6,1,2,-8,99,-1.9,5,-4,-3
COc1ccc(CNC(=S)Nc2ccc(Br)cc2)cc1,-3,-26,9,0,76,2.4,10,-3,6
COc1ccc(-n2c(NNC(C)=O)nc3sc4c(c3c2=O)CCCC4)cc1,-13,3,6,-2,105,2.9,-7,-1,1
CSc1ncc(Cl)c(C(=O)Nc2c(C)cccc2C)n1,2,2,3,1,106,-2.1,0,1,-1
CN(C)C(CNC(=O)c1cc(S(=O)(=O)N(C)c2ccc(F)cc2)ccc1Cl)c1ccco1 (configuration not stated),-12,-9,0,-1,99,0.4,-4,-2,-2
O=C(OCc1nnc(-c2ccccc2)o1)c1cccc(-n2cnnn2)c1,4,-5,0,0,102,-0.6,4,-6,-3
O=C(NCc1ccccc1)c1cc(-c2ccncc2)nc2ccccc12,-7,-10,-10,4,99,1.8,-8,2,-2
CN1C2CCC1/C(=C/c1cccn1C)C(=O)/C2=C\c1cccn1C,4,0,-15,7,110,5.7,-16,-1,121*
Cc1cccc(-c2nnc3n2N=C(c2ccccc2Br)CS3)c1,1,29,-7,2,143,0.0,5,2,1
CC(=O)n1nc(-c2ccncc2)nc1SCC(=O)Nc1cccc(Cl)c1,4,-43,-6,1,106,-3.8,-3,-5,3
Cn1c(=O)c2[nH]c(SCC(=O)c3ccc(F)cc3)nc2n(C)c1=O,2,9,1,0,90,-1.2,3,1,-1
COc1ccc(CN2CCOCCOCCN(Cc3ccc(OC)cc3)CCOCCOCC2)cc1,2,15,3,0,103,1.6,-2,-2,3
CC(C)(C)NCc1cccn1-c1sc2c(c1C#N)CCCC2,-8,4,-2,13,103,0.1,6,-11,-1
N#Cc1cccc(NC(=O)CSc2ccccc2)c1,-20,5,-2,-1,110,0.5,-10,2,-2
CCc1ccc(Nc2n[n+](-c3ccccc3)c(-c3ccc(C(=O)O)cc3)s2)cc1,-4,-6,1,1,104,0.9,3,6,0
CC(C)CNC(=O)CN1C(=O)NC2(CCc3ccccc32)C1=O (configuration not stated),1,25,-2,2,87,3.4,-12,-1,1
CC(=O)Nc1nc2ccccc2n1Cc1ccc(C)cc1,-6,9,1,-1,108,-2.1,2,-3,1
Cc1cccc(C2CC3(CC(C)(C)NC(=S)N3)Oc3cc(O)ccc32)c1 (configuration not stated),-11,-1,-11,-1,94,1.9,6,-2,-5
O=C(O)CC/C(=C\c1ccc(Cl)c([N+](=O)[O-])c1)c1nc2ccccc2s1,-1,4,-2,12,96,-0.3,7,2,-3
CC(OC(=O)C1CCN(S(=O)(=O)c2ccccc2)CC1)C(=O)Nc1ncc(Cl)cc1Cl (configuration not stated),6,1,7,2,110,-0.7,0,-1,1
O=C(NCCc1ccccc1)c1cccc(S(=O)(=O)N2CCCCC2)c1,-10,3,9,1,98,1.6,0,-3,0
CC(=O)Oc1ccc(OC(C)=O)c(S(=O)(=O)c2ccc(C)c(C)c2)c1,8,2,6,-9,101,-1.0,3,0,-1
CN1CCN(S(=O)(=O)c2cccc(C(=O)NCCOc3ccccc3F)c2)CC1,3,20,7,-4,98,0.3,0,-2,-2
Cc1ccc(NC(=O)C2C3C=CC4(O3)C2C(=O)N(CCCN2CCOCC2)C4C(=O)NC2CCCCC2)cc1Cl (configuration not stated),8,2,4,2,106,-0.2,3,-3,-4
COC(=O)c1c(-c2ccc(OC)cc2)sc2cc3c(cc12)OCO3,10,-5,.,.,118,0.2,.,-2,.

# Arranged by formula weight (descending): part of the list above.
SMILES,ZTA DNA inh,JMJD2C inh,EBNA-1 inh,CTSL1 counter,Yeast superoxide,PP5 inh,HCV core dimer,PP1 inh,TPT1 inhibitor
O=C(O)CC/C(=C\c1ccc(Cl)c([N+](=O)[O-])c1)c1nc2ccccc2s1,-1,4,-2,12,96,-0.3,7,2,-3
O=C(NCCc1ccccc1)c1cccc(S(=O)(=O)N2CCCCC2)c1,-10,3,9,1,98,1.6,0,-3,0
Cc1cccc(C2CC3(CC(C)(C)NC(=S)N3)Oc3cc(O)ccc32)c1 (configuration not stated),-11,-1,-11,-1,94,1.9,6,-2,-5
COC(=O)c1c(-c2ccc(OC)cc2)sc2cc3c(cc12)OCO3,10,-5,.,.,118,0.2,.,-2,.

# (more compounds)
SMILES,ZTA DNA inh,JMJD2C inh,EBNA-1 inh,CTSL1 counter,Yeast superoxide,PP5 inh,HCV core dimer,PP1 inh,TPT1 inhibitor
CC(C)(C)OC(=O)n1cc(CCO)c2ccccc21,2,12,.,.,111,3.1,.,3,.
CS(=O)(=O)Nc1ccc(S(=O)(=O)N2CCCCCC2)cc1,-4,-5,-8,-1,103,3.0,-2,4,-1
COc1ccc(C(=O)c2c[nH]c(C(=O)NCc3ccco3)c2)cc1,20,-15,8,-1,74,-1.1,1,-1,-2
C/C(=N\OC(=O)c1ccc(OC(C)C)cc1)c1ccc(C)c(C)c1,11,3,7,5,100,2.7,-11,1,-1
O=C(COc1ccc(Br)cc1Cl)NNC(=O)c1ccccc1,8,.,.,.,135,-1.5,.,1,.
CCSc1nnc(NC(=O)c2nc(-c3ccccc3)n(-c3ccccc3)n2)s1,0,-3,-3,2,104,2.1,19,10,-4
O=C(NCC1CCCO1)c1ccc2c(c1)C(=O)N(C1CCCCC1)C2=O (configuration not stated),8,-6,11,2,105,-0.8,-5,-1,-1
Cc1c(C(=O)N2CCCCCC2)c(S(=O)(=O)NCc2ccccc2Cl)c(C)n1C,9,-10,-10,-5,87,3.8,-3,-4,0
COc1ccc(-c2cc3ccccc3n2CC(O)CN2CCC(C)CC2)cc1 (configuration not stated),-10,-2,-7,0,98,2.6,-1,2,-4
Cc1cccc(C)c1NC(=O)CC(NCc1ccco1)C(=O)O (configuration not stated),-13,-1,-4,0,87,0.8,-10,-8,0
CCCn1c(C(C)Nc2nc(-c3ccc(Cl)c([N+](=O)[O-])c3)cs2)nc2cc(Cl)c(N3CCCCC3)cc21 (configuration not stated),0,22,1,3,97,1.1,30,-1,3
COC(=O)c1c(NC(=O)C2CCCCC2C(=O)O)sc2c1CCCCC2 (configuration not stated),10,-14,-3,4,126,-2.1,13,3,3
C[N+](C)(C)C[C@H](O)CC(=O)O,-6,-9,-1,0,85,-0.5,-9,-2,1
CC1=NN2C(=N)/C(=C\c3ccc(SCc4ccccc4)o3)C(=O)N=C2S1,-4,1,11,4,86,-1.5,2,2,14
CCOC(=O)/C(C(=O)Nc1ccccc1Br)=C1/NC(C)(C)Cc2ccccc21,-3,-3,7,-9,99,1.1,5,-6,3
Cc1cc(OC(C)C(=O)N2C[C@H]3C[C@@H](C2)c2cccc(=O)n2C3)c2c(C)c(C)c(=O)oc2c1 (some centres not stated),1,10,15,0,100,-0.7,1,2,2
O=C(Nc1nc2c(F)cccc2s1)c1ccc([N+](=O)[O-])o1,-4,0,-10,5,93,3.6,-8,0,-2
C=CCSc1nnc(C)c(/C=C/Nc2ccc(Cl)cc2)n1,-5,-7,0,-1,98,-1.1,4,4,155*
CCCOc1nc2ccccc2cc1/C=C/C(=O)O,-9,-16,-4,8,115,0.2,10,8,7
COc1ccccc1NC(=O)Cn1c(=O)sc2ccccc21,15,5,6,1,103,-0.8,2,3,0
CC(=O)Nc1ccc(S(=O)(=O)NCCC(=O)N2CCc3ccccc32)cc1,-1,-14,-4,-2,125,2.6,-5,-4,-2
COc1cc(C2Nc3ccc4ncccc4c3C3=C2C(=O)CC(C)(C)C3)cc(OC)c1O (configuration not stated),10,-2,-2,0,104,2.5,-3,0,-2
COc1ccc(Cl)cc1NC(=O)CSc1nc(NS(=O)(=O)c2ccc(C)cc2)cc(=O)[nH]1,19,-20,6,6,108,-1.2,16,-3,-1
Cn1cc(CNCC2CCCO2)c(-c2ccc(Oc3ccccc3)cc2)n1 (configuration not stated),8,2,16,-2,97,0.3,-3,-6,1
O=C(COC(=O)c1ccccn1)Nc1cccc(Cl)c1,1,-37,-12,-6,96,-0.8,0,4,4
Oc1ccc(Br)cc1/C=N/N1CCN(Cc2ccccc2)CC1,-14,18,-7,-1,92,2.6,-1,0,-1
c1ccc(-[n+]2nc(Nc3cccc4ccccc34)sc2-c2c3ccccc3cc3ccccc23)cc1,19,7,5,3,94,2.9,60*,31*,0
N#C/C(=C/c1ccc(N2CCOCC2)o1)c1ccc(Br)cc1,9,-20,4,15,99,-2.5,-12,-1,+
O=C(Nc1cccc(NC(=O)C2CC2)n1)C1CC1,-35,3,-20,4,115,0.0,-13,0,-8
Cc1ccccc1-n1c(-c2csc(C)c2C)n[nH]c1=S,-13,13,-11,-4,128,2.3,-7,3,-4
Cn1c(=O)c2c(nc(CN3CCN(c4ccccc4)CC3)n2CCN2CCOCC2)n(C)c1=O,8,-10,4,6,97,-1.4,1,-1,-3
N/C(=N/OS(=O)(=O)c1ccc([N+](=O)[O-])cc1)c1ccncc1,6,0,6,6,101,1.8,1,-3,3
CCc1nnc(NC(=O)CCNC(=O)c2ccco2)s1,9,-3,6,0,88,-2.5,-3,-6,1
O=c1cc(N2CCc3ccccc3C2)[nH]c(=O)n1-c1ccc(Cl)cc1,-17,1,-2,-2,104,2.7,-8,1,0
Cc1cccc(C)c1NC(=O)CC(NCCc1ccccc1)C(=O)O (configuration not stated),8,-22,6,6,101,0.0,0,-3,-1
CCOC(=O)c1cnc(SSc2ncc(C(=O)OCC)c(N)n2)nc1N,13,5,-1,-5,102,-0.4,-5,-2,-3
ClCCCc1cn(C[C@H]2CC[C@@H]([C@@H]3CC[C@H](Cn4cc(CCCCl)nn4)O3)O2)nn1,8,-10,0,-3,101,2.2,-4,-7,2
Cc1ccc2c(CC(=O)N3CCN(c4ccccc4)CC3)coc2c1,6,-1,-13,3,104,0.4,6,1,0
O/N=C\c1cnc(N2CCN(c3ccccc3)CC2)s1,8,-6,4,2,90,1.7,-1,1,3
CCc1ccccc1NC(=S)N(Cc1ccco1)C(C)c1cccs1 (configuration not stated),-16,-2,4,3,94,1.1,4,7,-1
O=C1c2cc([N+](=O)[O-])ccc2-c2ncccc21,6,3,5,3,104,-1.7,-2,0,-1
Cc1cc(Cl)c(S(=O)(=O)Nc2cc(S(=O)(=O)N3CCOCC3)ccc2F)cc1OCC(N)=O,-11,5,-11,-3,98,-1.1,4,3,1

# Screens from PubChem BioAssay.
